CHRM1 agonist – human M1 muscarinic receptor agonists, primary screen, Fluo-8 calcium fluorescence, CHO-K1 cells, HTS; Muscarinic acetylcholine receptor M1 (Homo sapiens), P11229; CHO-K1 hM1, agonist mode; 0% DMSO, 100% acetylcholine EC100; activation, % at 3 µM; 360,000 tested, 0.33% active; AID 588814, 2011;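 active means activation above the run's mean compound activation plus 3 SD, cut at about 16% in these data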;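 further: peak over basal fluorescence ratio within a 140 s kinetic read after compound addition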
CHO-K1 Ca ag – counter-screen for M1 agonists: effect in parental CHO-K1 cells | 360,000 tested, 0.48% active | Fluo-8 calcium fluorescence; scaled to maximal ATP response, vehicle zero | AID 602248, 2012 | activation, % at 3 µM; in the data active means activation above about 15%;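 further: untransfected CHO-K1 host cells lacking M1 receptor as counterscreen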
V1aR counter – agonists of human V1a receptor, primary screen, counter-screen for OXTR agonist project, fluorescence, CHO-V1R cells. Fluo-8 calcium fluorescence, agonist mode; 0% DMSO, 100% 3 nM vasopressin. activation, % at 3 µM. 320,000 tested, 0.25% active;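 active means activation above the mean activation of all tested compounds plus 3 SD, per screening run, cut at about 20% in these data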;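 further: signal is peak over basal fluorescence ratio across a 100 second FLIPR read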
TAAR1 antag – human TAAR1 antagonists, primary screen, Fluo-8 calcium fluorescence, CHO RD-HGA16 cells; inhibition, % at 3 µM; 360,000 tested, 1.5% active; Trace amine-associated receptor 1 (Homo sapiens), Q96RJ0; antagonist;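 active means inhibition above a per-plate cutoff, the mean inhibition of test compounds on that plate plus 3 SD, cut at about 49% in these data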;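 further: 0% = DMSO plus EC80 beta-PEA response and 100% = DMSO alone without agonist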
Target sequence (Q96RJ0 whole entry, looked up): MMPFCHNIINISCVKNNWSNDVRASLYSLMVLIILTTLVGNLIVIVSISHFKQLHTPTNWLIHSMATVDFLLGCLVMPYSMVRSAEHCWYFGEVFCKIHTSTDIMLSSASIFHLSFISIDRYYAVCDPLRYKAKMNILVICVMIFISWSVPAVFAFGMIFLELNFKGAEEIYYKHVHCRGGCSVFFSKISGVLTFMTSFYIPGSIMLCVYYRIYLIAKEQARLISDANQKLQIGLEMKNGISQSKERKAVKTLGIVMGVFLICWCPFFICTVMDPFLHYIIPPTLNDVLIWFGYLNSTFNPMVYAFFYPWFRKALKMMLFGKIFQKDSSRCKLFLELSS
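System: CHO RD-HGA16 cells bearing hTAAR1. Reagent: EC80 β-phenethylamine stimulus. Schedule: seeding 17-24 h prior, 75-min 37 °C, 30-min RT dye loading. Signal: Fluo-8 intracellular calcium dye fluorescence, real-time kinetic reads. Read-out: % inhibition from peak post-agonist over basal fluorescence ratio. Benchmarks: vehicle wells and EC80 agonist wells. Replicates: n of 1.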
CHO-K1 Ca PAM – nonselective calcium activators in parental CHO-K1 cells, primary screen, counter-screen for M1 PAM project, cell-based, Fluo-8 calcium fluorescence, full deck, 1536-well; ATP EC20; 0% at ATP EC20, 100% at ATP max; activation, % at 3 µM; 360,000 tested, 0.02% active;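 active means activation above the run cutoff, the mean activation of all test compounds plus 3 SD, cut at about 40% in these data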;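 further: peak over basal fluorescence ratio in a 140 s read after ATP addition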
CHO parental Ca – ATP-evoked calcium signal inhibitors, parental CHO, primary screen, counter-screen for OX1R antagonist project, cell-based, fluorescence, Fluo-8 calcium dye. parental CHO-K1, ATP-induced calcium, Fluo-8 fluorescence. inhibition, % at 5.6 µM. 330,000 tested, 0.63% active. AID 463079, 2010;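 active means inhibition above that plate's mean sample inhibition plus 3 SD, cut at about 26% in these data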;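 further: 0% = ATP-challenged DMSO wells and 100% = DMSO wells without ATP; some compounds past the cut are filed as inactive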
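material = parental CHO cells | also added = ATP as calcium-mobilizing challenge | dosing = single point at 5.6 µM | detection = intracellular calcium via Fluo-8 no-wash fluorescent dye | read-out = % inhibition | benchmarks = low control ATP plus DMSO, high control DMSO only | repeats = one well per compound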
OXTR potentiate – human OXTR potentiators, primary screen, fluorescence, CHO-OTR cells, Fluo-8 calcium | activation, % at 3 µM | Fluo-8 calcium fluorescence, potentiator mode; 0% = oxytocin EC15, 100% = EC100 | 320,000 tested, 0.061% active | AID 2445, 2010 | Oxytocin receptor (Homo sapiens), P30559;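 active means activation above that plate's cutoff, the mean activation of tested compounds plus 3 SD, cut at about 6.6% in these data, passing the limit was not always enough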;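 further: 100% uses oxytocin at 75 nM as the full agonist control; some results filed as inactive read as strong as hits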
Target sequence (P30559 whole entry, looked up): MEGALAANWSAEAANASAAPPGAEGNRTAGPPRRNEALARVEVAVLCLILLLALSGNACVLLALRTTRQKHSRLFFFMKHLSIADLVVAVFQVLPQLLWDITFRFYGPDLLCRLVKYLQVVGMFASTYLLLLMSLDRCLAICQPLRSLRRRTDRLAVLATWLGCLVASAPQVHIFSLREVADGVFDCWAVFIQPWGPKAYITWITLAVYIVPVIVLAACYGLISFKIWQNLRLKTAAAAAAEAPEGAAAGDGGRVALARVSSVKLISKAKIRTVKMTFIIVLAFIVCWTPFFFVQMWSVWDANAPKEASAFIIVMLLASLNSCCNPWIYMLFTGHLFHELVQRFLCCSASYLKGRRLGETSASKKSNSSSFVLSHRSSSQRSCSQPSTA
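Replication – single well per compound, singlicate · Assay system – CHO cell line stably expressing human OTR · Timing – 6 min pre-incubation, 100 s read · Measure – normalized max/min fluorescence ratio, % activation · Doses – 3.0 µM, one dose · Detection – Fluo-8 calcium dye fluorescence · Probe or stimulus – oxytocin near EC15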
TAAR1 agonist – human TAAR1 agonists, primary screen, Fluo-8 calcium fluorescence, CHO RD-HGA16 cells; vehicle wells 0%, saturating PEA agonist 100%; activation, % at 3 µM; 360,000 tested, 0.99% active; AID 624467, 2012;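 active means activation above the mean activation of all test compounds in the run plus 3 SD, cut at about 38% in these data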
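Test system: RD-HGA16 (CHO) cells co-expressing Gα16 and hTAAR1; dosing: one-point dosing at 3 µM (nominal); timing: 17-24 h seeding, 75 min 37 °C dye, 30 min RT; signal: kinetic Fluo-8 calcium fluorescence; read-out basis: % activation relative to PEA EC100 response; controls: DMSO and PEA EC100; replicates: n 1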
CHO-K1 Ca antag – nonselective inhibitor or artifact in parental CHO-K1 cells; ATP-induced calcium, Fluo-8 fluorescence; inhibition, % at 3 µM; 360,000 tested, 0.6% active;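 active means inhibition above a per-plate cutoff, the plate's mean sample inhibition plus 3 SD, cut at about 24% in these data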;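 further: 0% = DMSO plus EC80 ATP and 100% = DMSO alone without ATP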
The depositor's hits bear a star; x = not tested or not shown.

SMILES	CHRM1 agonist	CHO-K1 Ca ag	V1aR counter	TAAR1 antag	CHO-K1 Ca PAM	CHO parental Ca	OXTR potentiate	TAAR1 agonist	CHO-K1 Ca antag
CC(C)(C)S(=O)N1Cc2cc(C(=O)N[C@@H]3CCN(Cc4ccccc4)C3)nc(-c3cccc(-c4cc5ccccc5o4)c3)c2[C@@H]1CCO (some centres undefined)	-2	6.3	x	59*	16	x	x	13	-5
O=C(N/N=C/c1ccoc1)c1ccc([N+](=O)[O-])cc1	-2	1.9	x	-8	27	x	x	0	-7
CCOc1ccc(Br)cc1S(=O)(=O)Nc1ccc(Cl)c(S(=O)(=O)N(CC)c2ccccc2)c1	-5	1.5	1.1	-29	18	-4	-1	6	-12
Cc1cccc(C)c1-n1nnnc1C1c2ccccc2C(=O)N1CCC(C)C (centres undefined)	x	0.1	x	-24	22	x	x	-1	-24
CCC(C(=O)N(C(C)C)C(C)C)c1ccccc1 (centres undefined)	-4	0.8	1.4	-5	14	-5	-4	2	-15
CCCCC(=O)NC(NC(=S)N1CCCCCC1)C(Cl)(Cl)Cl (centres undefined)	-4	8.1	3.6	23	19	-9	-6	4	-7
CC(C)c1cccc(-c2csc(C(C)(O)c3ccccc3)n2)c1 (centres undefined)	-4	0.7	x	16	10	x	x	0	-23
CCOC(=O)c1c(N)c(C#N)c2n1CCCCC2	-6	-0.3	-1.6	-15	12	-3	10	-1	-5
CCOC(=O)C1(Cc2cccc(OC)c2)CCCN(C(=O)c2ccccc2C)C1 (centres undefined)	-1	3.4	-1.4	-27	14	-5	-6	2	-14
CCc1ccc([C@@H]2CC=C(C(=O)O)[C@H](c3ccc(C(C)(C)C)cc3)N2S(=O)(=O)c2ccc(C)cc2)cc1	-6	2.1	5.0	15	-7	70*	-12	2	3
C[C@@H]1COC(=O)[C@H](NC(=O)OCC2c3ccccc3-c3ccccc32)C/C=C\C[C@@H](CC(=O)N[C@@H](CO)Cc2ccccc2)C(=O)N1	-9	0.6	1.2	10	13	-14	0	3	-9
CCOC(=O)c1cc2c(n(-c3ccc(C)cc3)c1=O)CCCC2=O	-2	0.8	1.0	5	15	14	-11	1	-15
CCOC(=O)N1CCC(NC(=O)c2cccc3c2C(=O)N(c2ccc(OC)cc2)C3)CC1	-5	0.8	-1.1	-1	8	-8	-5	-1	2
O=C(NCCc1ccccc1Cl)C1CCC(=O)N(C2CCCCCC2)C1 (centres undefined)	-1	0.4	2.5	-11	16	-37	-4	7	-1
C[C@H](CO)N1C[C@H](C)[C@@H](CN(C)C(=O)Nc2ccc(N3CCN(C)CC3)cc2)OCc2cnnn2CCCC1=O	-5	0.6	x	-2	5	x	x	-1	-9
COc1ccc(OCCC(=O)NC2CCCCC2)cc1	-5	0.4	0.5	4	17	-5	-11	2	-5
CCOC(=O)c1c(NC(=O)CN2C(=O)NC3(CCC(C)CC3)C2=O)sc(C(=O)N(C)C)c1C (centres undefined)	0	0.1	-0.7	-11	-10	-21	1	-1	-6
Cc1ccc(S(=O)(=O)Nc2ccc(Cl)cn2)cc1	-2	0.1	-0.2	-15	15	-8	2	0	-6
O=C1C2ON(c3ccccc3)C(c3ccccn3)C2C(=O)N1c1ccc(Br)cc1 (centres undefined)	-4	-0.3	0.4	-18	12	-24	-6	-1	-8
O=C(OCCN1CCOCC1)c1ccc(O)cc1	-1	0.1	1.8	-3	-17	10	-17	7	3
COc1ccc(Br)cc1CNC(=O)CCC(=O)n1nc(C)c2ccccc21	-4	1.5	1.2	-4	18	-10	-3	2	-13
COCCNC(C)C(=O)C12CC3CC(CC(C3)C1)C2 (centres undefined)	-3	0.2	0.6	-3	2	-14	0	6	-9
Cc1nn(C)c(C)c1Sc1ccc(Br)cc1	-3	2.0	2.0	16	6	-15	-15	17	8
c1ccc(-n2nnnc2Sc2n[nH]c(-c3ccncc3)n2)cc1	-4	0.1	-0.7	13	11	4	-5	4	4
Cn1c(=O)n(CCN2CCOCC2)c(=O)c2c1nc1n2CCN1c1ccc(Oc2ccccc2)cc1	-5	0.0	x	-10	5	x	x	3	-3
SMILES	CHRM1 agonist	CHO-K1 Ca ag	V1aR counter	TAAR1 antag	CHO-K1 Ca PAM	CHO parental Ca	OXTR potentiate	TAAR1 agonist	CHO-K1 Ca antag
COCCN(C(=O)CSCc1ccc(C)cc1)c1c(N)n(CC(C)C)c(=O)[nH]c1=O	-4	6.2	0.5	-5	2	0	2	0	3
COCCNC(=O)CN(Cc1ccc(OC)cc1)C(=O)CCC(=O)Nc1nccs1	-2	0.7	1.6	-9	-12	1	-5	-1	-7
CC(C)(C)c1nnc(NS(=O)(=O)c2ccc(F)cc2)s1	-1	0.3	x	-17	6	x	x	2	-3
O=c1[nH]n(-c2ccc([N+](=O)[O-])cc2)c(=O)c2ccccc12	-1	0.7	-0.8	2	6	12	-6	1	-6
FC(F)C(F)(F)c1cc(-c2ccc(Cl)cc2)n[nH]1	16	18*	22*	49	17	56*	-19	63*	2
c1ccc(-c2noc(CSc3nc4ccccc4o3)n2)cc1	-6	-0.2	-1.5	-3	19	-14	13*	12	-5
CCOC(=O)C1CCN(C(=O)CN(c2ccc(OC)cc2)S(=O)(=O)c2c(C)noc2C)CC1	-2	0.1	-1.0	6	7	-18	-3	0	-7
CCCCN(C(=O)CN1C(=O)C2CCCCC2C1=O)c1c(N)n(CCCC)c(=O)[nH]c1=O (centres undefined)	0	0.3	-0.7	-13	-21	-1	-2	2	4
CN(C)/C(=N\S(=O)(=O)c1ccccc1)c1ccc(Cl)cc1	-3	1.1	0.4	-7	0	1	-8	3	-4
COc1ccc(C(=O)C2C(c3ccc(-c4ccccc4[N+](=O)[O-])o3)NC(=O)NC2(O)C(F)(F)F)cc1 (centres undefined)	-4	0.5	1.1	16	-8	-7	-6	10	-8
CCn1c(SCC(=O)c2c[nH]c3ccccc23)nnc1-c1cccs1	-3	1.9	4.7	24	8	-16	-5	15	3
O=C1CC(SCCO)C(=O)N1c1ccccc1 (centres undefined)	-4	-0.1	-0.5	0	-2	0	-4	12	7
COc1cc(C2CC(=O)Oc3cc4c(cc32)OCO4)cc(OC)c1OC (centres undefined)	-3	0.2	x	13	11	-6	x	2	-3
Cc1ccc(NC(=S)/C(C#N)=C2/Nc3ccccc3S2)cc1	0	3.9	x	23	-4	x	x	-2	-2
CCOc1ccc(C2C3=C(Nc4nc(N)[nH]c(=O)c42)c2ccccc2C3=O)cc1 (centres undefined)	-6	-0.7	-0.5	-22	8	-1	-1	-2	-1
COc1ccc(-c2ccnc3nc(Sc4ncc(C(F)(F)F)cc4Cl)nn23)cc1	-9	-0.4	-0.9	-34	11	-24	-3	2	-17
O=C(Nc1nccs1)c1cc2sccc2n1Cc1ccc(Cl)cc1	-3	0.4	0.4	-18	10	-15	-5	0	3
Cc1ccsc1C(=O)NCCc1nnc2ccccn12	-1	2.4	0.5	4	-5	6	-5	1	-3
CCn1c(SCC(=O)Nc2c(C#N)cnn2-c2ccccc2)nnc1-c1cccs1	-1	2.0	6.8	-33	24	-16	-6	5	-18
COc1ccc(-c2nnnn2CCc2ccccc2)cc1	-8	0.8	0.5	-10	17	1	-12	5	-5
O=C(CCn1nc(-c2ccc(Cl)cc2)ccc1=O)N1CCN(c2ccccc2)CC1	-3	2.0	2.3	5	10	-36	-12	5	-17
COc1ccc(C2C(C#N)=C(N)N(N(C)C)C3=C2C(=O)CC(C)(C)C3)cc1OC (centres undefined)	-2	0.5	-0.2	-5	-4	-9	-2	5	-9
CCCCn1c(CCC(=O)O)nc2cc(S(=O)(=O)N3CCCC3)ccc21	-1	0.0	-0.1	6	11	-20	-3	0	-15
CCC(C)(C)NC(=O)CN(CC1CCCO1)C(=O)CCC(=O)Nc1nccs1 (centres undefined)	-2	-0.5	1.4	-8	-1	-7	-1	5	7
CCN(C(=O)c1ccc(S(=O)(=O)N2CCOCC2)cc1)C1CCS(=O)(=O)C1 (centres undefined)	-6	1.1	x	-12	14	x	x	1	-8
SMILES	CHRM1 agonist	CHO-K1 Ca ag	V1aR counter	TAAR1 antag	CHO-K1 Ca PAM	CHO parental Ca	OXTR potentiate	TAAR1 agonist	CHO-K1 Ca antag
CCN(CC)C(=O)C1=C(C)N(Cc2ccc(F)cc2)C(=O)C(CC(=O)NCCCCc2ccccc2)C1 (centres undefined)	15	1.3	x	-16	22	x	x	7	-17
COc1cc(-c2nnc(-c3cc(OC)c(OC)c(OC)c3)o2)cc(OC)c1OC	-2	4.1	-0.3	10	15	-13	-3	2	6
Cc1cc(NC(=O)c2ccc(C)c([N+](=O)[O-])c2)no1	-6	-0.3	0.8	-8	-1	0	0	8	5
CCN(C(=O)c1cnc(NC(C)C)cc1C(F)(F)F)c1ccc(Cl)cc1	-5	3.4	-1.4	-52	14	-20	-18	3	-16
COc1ccc(NC(=O)CCNC(=O)Cn2cnc3sc4c(c3c2=O)CCCC4)c(OC)c1	-11	0.8	-0.2	-1	10	-7	-1	7	-22
C=CCNC(=O)c1oc2ccc(S(=O)(=O)N(CC)CC)cc2c1C	-6	2.8	0.4	-17	19	-18	1	5	-23
S=C(NCc1ccccn1)Nc1ccc(Cl)cc1Cl	-5	0.7	0.5	2	12	-2	-17	8	8
COc1ccc(CCC(=O)NCc2cn3ccsc3n2)cc1	-4	-0.3	0.8	-2	1	-8	-7	5	-10
CCCOC(=O)NC1C(NC(=O)OCCC)N(C)C(=O)N1C (centres undefined)	-2	1.0	-1.1	-3	17	-6	-8	0	-10
Cc1ccc(CN2CCC(c3cc(-c4ccc(Cl)cc4)n[nH]3)CC2)cc1	-3	16*	15	33	-6	6	-19	67*	4
COC(=O)C1=C(Cn2cnc3ccccc32)NC(=O)NC1c1cc(C)ccc1C (centres undefined)	-7	1.7	6.4	28	17	-11	-2	5	-11

From PubChem BioAssay

Compounds as they come. About 3.3% of those tested had a hit in this group.
